PLAP act = activators of human placental alkaline phosphatase; activation fold at 20 µM; 96,000 compounds, 1.2% hits; AID 696; P05187; purified PLAP enzyme, luminescent substrate read-out; hits give high values; in the data active = activation fold above about 2
CYP2C9 activ = activators of human CYP2C9 | recombinant CYP2C9, luciferin-H conversion, luminescence; hits give high values; factor 1 = untreated enzyme, 0 = blocked | P11712 | 96,000 compounds, 1.4% hits | activation factor at 5 µM;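 active = activation factor of 2 or more for CYP2C9 at a 5 µM dose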;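 note: 0 = sulfaphenazole-blocked wells and 1 = vehicle-only wells; values of inactives mirror those of a sister screen read the other way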
Target sequence (P11712 whole entry, looked up): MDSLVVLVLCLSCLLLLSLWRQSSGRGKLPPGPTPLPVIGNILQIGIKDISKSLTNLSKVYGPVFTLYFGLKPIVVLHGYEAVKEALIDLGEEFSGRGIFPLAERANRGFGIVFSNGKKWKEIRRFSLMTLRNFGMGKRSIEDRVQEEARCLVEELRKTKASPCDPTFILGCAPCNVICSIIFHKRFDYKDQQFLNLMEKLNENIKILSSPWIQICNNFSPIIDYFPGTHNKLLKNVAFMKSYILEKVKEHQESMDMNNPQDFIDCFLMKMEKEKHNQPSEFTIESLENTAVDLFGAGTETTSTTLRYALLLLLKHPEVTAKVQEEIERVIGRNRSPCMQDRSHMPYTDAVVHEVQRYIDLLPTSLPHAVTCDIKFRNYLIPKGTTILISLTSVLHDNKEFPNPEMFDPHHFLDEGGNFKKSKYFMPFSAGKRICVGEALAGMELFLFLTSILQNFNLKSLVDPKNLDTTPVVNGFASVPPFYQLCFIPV
CYP2C9 inh = blocks human cytochrome P450 2C9 | P11712 | CYP2C9 Supersomes, luciferin-H conversion, luminescence | 96,000 compounds, 20% hits | inhibition, % at 5 µM;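 active = blocking of liver enzyme CYP2C9 beyond about 50% at 5 µM, limit read from the data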; note: values of inactives mirror those of a sister screen read the other way
CYP2C19 activ = activators of human cytochrome P450 2C19; P33261; recombinant CYP2C19, luciferin-H EGE luminescence; hits give high values; 0 = fully inhibited enzyme, 1 = untreated enzyme; activation factor at 5 µM; 96,000 tested, under 10 active;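 active = activation factor of at least 2 at 5 µM in the primary screen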;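 note: 0 = wells with 2.5 mM tranylcypromine and 1 = vehicle-only wells; values of inactives mirror those of a sister screen read the other way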
Target sequence (P33261 whole entry, looked up): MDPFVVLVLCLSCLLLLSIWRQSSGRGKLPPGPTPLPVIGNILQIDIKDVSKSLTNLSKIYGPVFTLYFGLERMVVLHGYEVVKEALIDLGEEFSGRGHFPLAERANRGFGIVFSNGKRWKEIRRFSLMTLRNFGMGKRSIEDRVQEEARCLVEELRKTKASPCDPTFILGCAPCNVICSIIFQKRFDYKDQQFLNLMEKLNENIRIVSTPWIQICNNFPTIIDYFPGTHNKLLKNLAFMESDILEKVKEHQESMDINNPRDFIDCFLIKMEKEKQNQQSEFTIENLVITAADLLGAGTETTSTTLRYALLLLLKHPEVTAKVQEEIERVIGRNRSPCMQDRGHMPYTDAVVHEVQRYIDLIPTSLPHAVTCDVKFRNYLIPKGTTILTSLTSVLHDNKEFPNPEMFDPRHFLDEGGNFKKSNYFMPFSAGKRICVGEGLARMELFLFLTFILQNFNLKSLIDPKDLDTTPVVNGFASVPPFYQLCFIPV
MT1-MMP txn act = MT1-MMP promoter transcription activation. AID 750. activation factor at 10 µM. 86,000 compounds, 0.16% hits. HT1080 MT1-MMP promoter luciferase reporter, luminescence, overnight; hits give high values;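 active = activation factor of at least 2 for MT1-MMP transcription at 10 µM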
CD11b adhes enh = enhancers of human CD11b/CD18 binding to fibrinogen; P05107+P11215; K562 CD11b/CD18 adhesion to fibrinogen, ATPlite luminescence; activation, % at 10 µM; 93,000 compounds, 0.07% hits;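 active = 10 µM primary screen giving 50% or more activity, confirmed by 40% or more on retest at that dose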; note: strong numbers were not always called active; reference of the scale not given here
PTK2B oligo ant = antagonists of human Pyk2 oligomerization. 99,000 compounds, 0.83% hits. z-score (the deposit names both 25 µM and 10 µM). Q14289. Q293 cells, Pyk2 FERM NanoBiT luminescence; hits give low values;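 active = Z-score of -3 or lower, scaled per plate to the spread of control and sample wells; inactive = z-score above -3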;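 note: negative z-score means lost luminescence so less FERM oligomerization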
CYP2C19 inh = inhibitors of human CYP2C19 | 96,000 compounds, 21% hits | inhibition, % at 5 µM | CYP2C19 Supersomes, luciferin-H EGE luminescence, 30 min;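 active = CYP2C19 inhibition above a set limit at 5 µM in the primary screen, cut at about 50% in these data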;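 note: plate controls were negative control wells for no effect and 2.5 mM tranylcypromine positive control for full effect; values of inactives mirror those of a sister screen read the other way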
CD11b adhes inh = inhibitors of human CD11b/CD18 binding to fibrinogen. K562 CD11b/CD18 adhesion to fibrinogen, ATPlite luminescence; Mn2+ added to activate the integrin. inhibition, % at 10 µM. 93,000 compounds, 0.54% hits;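 active = primary inhibition of 50% or more at 10 µM, then 40% or more on retest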; note: some results filed as inactive read as strong as hits
Starred values were filed as active, the others as inactive; . = not tested or not shown.

Each structure is followed by: PLAP act	CYP2C9 activ	CYP2C9 inh	CYP2C19 activ	MT1-MMP txn act	CD11b adhes enh	PTK2B oligo ant	CYP2C19 inh	CD11b adhes inh
CCOC(=O)C1CCN(C(=O)c2cccc(NC(=O)C(CC)CC)c2)CC1
    1	0.6	41	0.5	1.2	0	0.35	50	-6
Cc1c(NC(=O)C2(c3ccccc3)CCOCC2)c(=O)n(-c2ccccc2)n1C
    1.1	1	-3	0.9	1	1	1.1	8	-1
O=C(N/N=C/c1ccccn1)c1ccc(Br)o1
    2.4*	0.9	14	0.9	.	.	-0.48	8	.
COCCn1c(-c2ccccc2)nc(=S)c2c1CC(C)(C)OC2
    1	1.2	-16	1.1	1	8	0.38	-12	-17
Cc1oc2c(CN3CCCC3)c(O)ccc2c(=O)c1Oc1ccccc1Br
    1.2	0.9	5	0.6	1.3	.	-0.37	37	.
Cc1c(NS(=O)(=O)CC23CCC(CC2=O)C3(C)C)c(=O)n(-c2ccccc2)n1C (centres undefined)
    1	1	-5	0.5	1	-5	0.39	55*	-16
Cc1ccc(-c2cc(C(=O)Nc3nn[nH]n3)c3ccccc3n2)cc1
    1.1	0.9	12	1.1	.	-5	0.37	-14	8
Clc1cccc(-c2nnc(-c3ccccc3)o2)c1
    0.8	1	4	0.8	.	0	-1.1	22	6
COc1ccc(C2C(C(=O)NCc3ccccn3)c3ccccc3C(=O)N2C)cc1OC (centres undefined)
    1.1	1.1	-12	1	1.1	0	0.75	-1	-2
CCN1C(=O)C(CC(=O)Nc2ccc(OC)cc2)N(Cc2cccnc2)C1=S (centres undefined)
    1	1	3	0.4	.	.	0.01	65*	.

The list goes on:
Each structure is followed by: PLAP act	CYP2C9 activ	CYP2C9 inh	CYP2C19 activ	MT1-MMP txn act	CD11b adhes enh	PTK2B oligo ant	CYP2C19 inh	CD11b adhes inh
CC(C)(C)NC(=O)CN(C(=O)CCN1CCCc2ccccc21)C(C)(C)C
    1.3	1.3	-30	0.8	1.2	0	-0.15	16	-21
COc1ccc(OCc2nn3c(Cn4cnc5ccccc54)nnc3s2)cc1
    1.1	0.7	25	0.8	1	-1	0.04	16	14
COc1ccc(OC)c(C2N(c3ccccn3)C(=O)C3CCCN32)c1 (centres undefined)
    1.3	0.9	11	1	0.9	-7	0.72	-2	3
O=C(Cc1cccs1)Nc1nnc(CCc2ccccc2)s1
    1.4	1	-3	1	1.2	3	-1.1	4	-17
N#Cc1cccc(NC(=O)N2CCC(c3nc4c(nnn4Cc4cccc(Cl)c4)c(=O)[nH]3)CC2)c1
    1.2	1.2	-18	1.2	1.2	.	1.2	-18	.
Cc1ccc(-c2nc(C)sc2CC(=O)O)cc1
    1.2	0.9	6	0.7	.	-2	-0.85	30	17
Cn1c(=O)c2c(ncn2CC(=O)Nc2nc(-c3ccccc3Cl)cs2)n(C)c1=O
    1.1	1.1	-7	1.1	1.1	-5	-1.1	-13	0
Cc1cccc(OCC(=O)N2CCN(C(=O)c3cccs3)CC2)c1
    1.1	0.4	59*	0.4	1.3	-4	0.47	62*	-9
CCOC(=O)NC(CC(=O)O)c1ccc(OC)cc1 (centres undefined)
    0.9	1.3	-30	1.1	1	2	-0.07	-10	7
N/C(=N\c1nc2ccccc2o1)NC(=O)c1ccc(F)cc1
    0.9	1.4	-36	0.9	.	23	1.4	10	-5

Further entries:
Each structure is followed by: PLAP act	CYP2C9 activ	CYP2C9 inh	CYP2C19 activ	MT1-MMP txn act	CD11b adhes enh	PTK2B oligo ant	CYP2C19 inh	CD11b adhes inh
O=C(NC1CCCc2ccccc21)C1CCN(S(=O)(=O)N2CCCCCC2)CC1 (centres undefined)
    1.3	1.2	-15	1	1.1	-2	0.49	-1	4
CCOc1ccc(-c2[nH]ncc2-c2ccc(OC)c(OC)c2)c(O)c1
    2.7*	0.2	84*	0.2	1.2	-4	-1.2	84*	25
CCOC(=O)c1sc(NC(=O)C(CC)OC(=O)C(CC(C)C)NC(=O)c2ccccc2)nc1C (centres undefined)
    1.1	0.8	22	0.5	.	.	-2	55*	.
O=C(Cc1cccc2ccccc12)N/N=C1\CCCc2ccccc21
    0.9	1	4	1	.	-5	0.06	3	33
O=C(CN1CCN(c2ccccn2)CC1)Nc1cc(C(F)(F)F)ccc1Cl
    1.1	0.3	74*	0.7	1.2	2	0.03	26	8
O=S(=O)(NCc1ccccn1)c1ccc(Br)s1
    1.3	1	-4	0.4	1	-1	-0.28	62*	1
O=C(Nc1ccc(N2CCCC2)c(Cl)c1)c1ccco1
    0.7	1.5	-49	0.7	.	-4	-0.21	33	18
Cc1ccc(-c2nnn(CC(=O)NCC3COCCO3)n2)o1 (centres undefined)
    0.9	0.9	11	0.9	1.4	-1	-0.03	14	4
C=C(C)Cn1c(C2CC(=O)N(Cc3ccccc3)C2)nc2ccccc21 (centres undefined)
    1.2	0.3	71*	0.4	1.1	-2	.	55*	-60
O=C(NCCCN1CCc2ccccc2C1)Nc1ccc(Br)cc1
    2.3*	0.7	28	0.6	1.2	-3	2.2	37	-27

Continuation:
Each structure is followed by: PLAP act	CYP2C9 activ	CYP2C9 inh	CYP2C19 activ	MT1-MMP txn act	CD11b adhes enh	PTK2B oligo ant	CYP2C19 inh	CD11b adhes inh
CN(C(=O)c1cccc(C#N)c1)c1nnc(-c2ccncc2)s1
    0.9	0.3	70*	0.1	1.1	-5	0.3	93*	-4
Cc1cccc(C(=O)NCCCN2CCCC2=O)c1
    0.9	1	-4	0.8	1.2	1	0.02	22	5
CCOP(=O)(c1ccccc1)c1nc(-c2ccccc2C)oc1N1CCCCC1 (centres undefined)
    1.8	0.9	10	0.9	1.1	2	.	8	7
COc1ccc(CC(=O)NCc2ccc3c(c2)OCO3)cc1
    0.8	0.3	69*	0	1.1	-6	0.87	97*	-5
CCOC(=O)c1c(C)oc2ccc(OCC(N)=O)cc12
    1	0.6	43	0.7	1	-2	0.06	28	-20
Cc1ccc(-c2cc(-c3ccccc3[N+](=O)[O-])[nH]n2)c(O)c1
    2*	0.2	78*	0.5	.	.	-1.6	47	.
CCOc1ccc(-n2c(SCC(=O)Nc3ccc4c(c3)OCO4)nc3ccccc3c2=O)cc1
    1.4	0.4	62*	0.6	1.1	-5	-2.2	41	-2
N#Cc1nc(COc2ccccc2)oc1N1CCCCCC1
    0.7	0.8	23	0.9	.	20	.	15	2
O=C(Cn1c(=O)n(-c2cccc(Cl)c2)c(=O)n1CC(=O)N1CCCCC1)N1CCCCC1
    1	1	-4	1	1.3	0	-0.32	-5	-28
CCN(CC)C(=O)CP(=O)(c1ccccc1)c1ccccc1
    1.1	0.9	7	1	1.3	1	0.77	1	-3

Profiles as entered above. Values in the order: PLAP act, CYP2C9 activ, CYP2C9 inh, CYP2C19 activ, MT1-MMP txn act, CD11b adhes enh, PTK2B oligo ant, CYP2C19 inh, CD11b adhes inh
`Cc1ccc(-c2cc(-c3ccccc3[N+](=O)[O-])[nH]n2)c(O)c1` reads 2*, 0.2, 78*, 0.5, ., ., -1.6, 47, .
`COc1ccc(C2C(C(=O)NCc3ccccn3)c3ccccc3C(=O)N2C)cc1OC` (centres undefined) reads 1.1, 1.1, -12, 1, 1.1, 0, 0.75, -1, -2

Returning to the listing, starting two compounds before the break.
Each structure is followed by: PLAP act	CYP2C9 activ	CYP2C9 inh	CYP2C19 activ	MT1-MMP txn act	CD11b adhes enh	PTK2B oligo ant	CYP2C19 inh	CD11b adhes inh
O=C(Cn1c(=O)n(-c2cccc(Cl)c2)c(=O)n1CC(=O)N1CCCCC1)N1CCCCC1
    1	1	-4	1	1.3	0	-0.32	-5	-28
CCN(CC)C(=O)CP(=O)(c1ccccc1)c1ccccc1
    1.1	0.9	7	1	1.3	1	0.77	1	-3
O=C(OCC(=O)N1CCCCC1)c1cc2ccccc2cc1O
    1	1.1	-5	0.2	1.3	-1	1.1	76*	5
CCOC(=O)CC(/C(C)=N\O)c1ccccc1 (centres undefined)
    1	1	-4	0.5	1.3	-2	0.42	51*	6
CCOc1cc(CNc2ccccc2)cc(Br)c1OCc1ccc(F)cc1
    0.6	0.5	51*	0.7	.	-3	0.37	33	17
O=C(Cn1cnc2c(cnn2-c2ccccc2)c1=O)OCc1ccccc1
    1	0.7	33	1.1	1.2	-2	0.42	-8	4
COc1ccc(NC(=O)CSc2ncn(-c3ccccc3)n2)cc1Cl
    1.1	0.6	37	0.6	.	.	-0.85	37	.
CCC(C)N1CC(O)=C(c2nc3ccccc3[nH]2)C1=N (centres undefined)
    1.9	0.6	38	0.2	1.3	1	-0.36	84*	-10
CCN(CC)C(=O)Cn1cnc2sc(C(=O)N3CCN(c4ccc(OC)cc4)CC3)c(C)c2c1=O
    1.6	0.5	45	1	1.3	-2	0.76	4	7
CCOc1cc(CNCCO)cc(Br)c1OCc1ccc(Cl)cc1
    1.1	0.9	14	0.2	.	.	0.1	78*	.
O=C(O)Cn1c(-c2ccccc2)nc2ccccc21
    0.8	1.1	-12	1	1.1	.	0.68	-4	.
O=C1Nc2ccc(S(=O)(=O)N3CCOCC3)c3cccc1c23
    1	1.2	-18	0.4	1.1	-5	0.52	59*	-14

Other compounds:
Each structure is followed by: PLAP act	CYP2C9 activ	CYP2C9 inh	CYP2C19 activ	MT1-MMP txn act	CD11b adhes enh	PTK2B oligo ant	CYP2C19 inh	CD11b adhes inh
CC1(C)CC(=O)C2=C(C1)N(Cc1cccnc1)C(=O)C2(NC(=O)C1CC1)C(F)(F)F (centres undefined)
    0.9	0.9	6	1	1.1	0	1.6	-3	-24
C=CCSc1nc(-c2ccccc2)c(C#N)c(=O)[nH]1
    1.3	0.6	44	0.9	1.1	-2	-0.68	14	2
COc1ccc(CNC(=O)Nc2ccc(OC)cc2)cc1
    0.9	1.1	-9	0.4	1.1	2	1.8	59*	1
COc1ccc(NC(=O)c2ccc(Cl)c(S(=O)(=O)N3CCc4ccccc4C3)c2)cn1
    1.5	0.9	14	0.9	1.1	-8	-1.9	6	100
COc1cccc(-c2nc(CS(=O)(=O)CC(=O)NCCCN3CCc4ccccc4C3)c(C)o2)c1
    1.5	0.8	16	0.9	1.2	-5	0.12	10	10
CCCCNS(=O)(=O)c1ccc(NC(=O)c2c(-c3ccccc3Cl)noc2C)cc1
    1	0	100*	0.2	1	-1	-0.52	83*	-31
Cc1ccc(C(C(=O)NC2CCCC2)N2CCCC(C)C2)cc1 (centres undefined)
    1.1	0.6	40	0.5	.	5	.	49	-4
COC(=O)Cn1c(C)nc2ccccc21
    0.9	0.9	11	1.3	1.1	-1	-0.04	-26	-13
O=C(COC(=O)c1cc(-c2ccc(Cl)s2)nc2ccccc12)NCc1ccco1
    1.4	0.8	17	1.2	1.1	-1	-1	-15	1
c1ccc(Cn2ncc3c2ncn2c(-c4ccncc4)nnc32)cc1
    1	0.6	38	0.1	1.1	2	.	85*	10
